High-throughput results: PubChem, National Center for Advancing Translational Sciences (NCATS)
DT40 TDP1 CPT – qHTS for Inhibitors of human tyrosyl-DNA phosphodiesterase 1 (TDP1): qHTS in cells in presence of CPT; chicken DT40 Tdp1-/-;hTDP1 cells + 20 nM CPT, ATP luminescence, 48 h; Potency, µM (top dose mostly 46.2 µM), for the others: at the highest dose activity change, negative = growth inhibition, usual class: inhibitors; 420,000 compounds, 12% hits; AID 686979, 2013; active = well fitted inhibition curve with a large enough effect; inconclusive = small, poorly fitted or top-dose-only effect; also: nearly all actives have a fitted effect of over 55% in size
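Chicken DT40 Tdp1-/- cells complemented with human TDP1, 400 cells/well, exposed to compounds plus 20 nM camptothecin for at least 48 h at 37 C; viability read as ATP content by CellTiter-Glo luminescence.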
Active calls of the source: *; ? = inconclusive; [ ] = another dose, or the depositor's remark. % is scaled to controls: 0 for no effect and ±100 for the full control effect; potency is read from the fitted curve at half-maximal effect. Not all compounds are listed; count on the stated rates, not on these rows.

compound	DT40 TDP1 CPT
CCc1cc(-c2nnn(CCC3COCCO3)c2CC)cc(CC)c1-c1cn(Cc2ccccc2)nn1 (stereo not given)	?
COc1cc(=O)n2c(c1C(=O)N(C)Cc1cscn1)CCN(C(=O)c1ccc(C)cc1C)CC2	7%
O=C1OCC/C1=C\NCCCN/C=C1\CCOC1=O	-8%
NC(=O)c1[nH]cnc1N=NN(CCO)Cc1ccccc1	2%
CC1(Cc2ccccc2OC(F)(F)F)C(=O)Nc2c(Cl)ccc(Cl)c21 (stereo not given)	16µM*
COC(=O)c1cc(CNC(=O)c2cccc3ccccc23)cc(NC(=O)c2ccccc2OC)c1	10%[9.04 µM]
C[C@@H]1CN([C@@H](C)CO)C(=O)c2cc(Br)cnc2O[C@H]1CN(C)C(=O)CCN1CCCCC1	-7%
O=C(Nc1ccc2c(c1)OCCO2)C(c1ccnc2ccccc12)N1CCN(C/C=C/c2ccccc2)CC1 (stereo not given)	?
Cc1ccc(-n2sc3cc(F)ccc3c2=O)c(C)c1	2.9µM*
CS(=O)(=O)c1ccc(Nc2nc(C(N)CCc3ccccc3)cs2)cc1 (stereo not given)	23µM*
Cc1nc(C(=O)N2CCC(C)(C(=O)NS(=O)(=O)C3CC3)C2)c(C)o1 (stereo not given)	3%
Cc1cccc(S(=O)(=O)NC(=O)C2(C)CCN2C(=O)Cc2ccc(C(C)(C)C)cc2)c1 (stereo not given)	-18%
CCCS(=O)(=O)NC(=O)C1(C)CCCN(C(=O)c2nc3ccccc3s2)C1 (stereo not given)	5%
COc1ccc(C(=O)NN/C=C/C(=O)c2ccc(Br)cc2)cc1	23µM*
c1cc2[nH]c3ccncc3c2cn1	-5%
CCn1c2ccccc2nc2cc3c(cc21)c(Cl)c(=O)c1ccccc13	8.2µM*
CC(C)n1c(=O)c2ccccc2n1S(C)(=O)=O	-1%
O=C(CC[C@H]1O[C@@H](n2cnc3c(NC(=O)c4ccccc4)ncnc32)[C@H](O)[C@@H]1O)NCC(F)(F)F	-13%
Cn1ccc2c(N3CCCCCC3)cc3c(c21)C1CCC3O1 (stereo not given)	21µM*
O=c1[nH]c(=S)[nH]c2c1[C@H](CCc1cccc(Cl)c1)O[C@H](C1CC1)C2	-10%
O=C(Nc1ccc(OCCO)cc1)c1csc([C@@H]2C[C@H](O)[C@@H](CO)O2)n1	-17%
CC(C)CNC(=O)C1(C)CCCN1C(=O)c1cccnc1Oc1ccccc1 (stereo not given)	-6%
CCC(c1nnnn1-c1ccc2c(c1)OCCO2)N1CCN(Cc2c(F)cccc2Cl)CC1 (stereo not given)	?
CCCCCCCCN1C(=O)[C@H](CC(=O)NCc2cccc3ccccc23)C[C@@]2(C(=O)OC)CCCCC=C12	?
CCCCC(=O)N(C)c1c(CC)nc2c(OCC3CCCCC3)cccn12	?
CC(=O)Nc1ccc(C(C)=NNC(=O)C2CCCC2)cc1	-5%
COC(=O)c1ccccc1-c1cc(C)cc2c1OC(CNC(=O)C1CCOC1)C2 (stereo not given)	?
Cc1ccnc(Nc2cccnc2)n1	11%
Cn1ccc2c(-c3ccc(C(F)(F)F)cc3)cc3c(c21)C1CCC3C1 (stereo not given)	?
Cc1cccc(NC(=O)Nc2nnc([C@H]3C[C@H](O)[C@@H](CO)O3)s2)c1	?
COC(=O)c1ccccc1NC(=O)CCCOc1cc(=O)n(C)c2ccccc12	?
CN(Cc1ccccc1)C(=O)CCN1C(=O)c2cccc([N+](=O)[O-])c2C1=O	6%
Cc1cc(CNC[C@H]2O[C@@H](n3ccc(N)nc3=O)[C@H](O)[C@@H]2O)no1	2%
CC(=O)N1Cc2cc(C(=O)NCC(F)(F)F)nc(-c3cccc(-c4cccnc4)c3)c2[C@H]1CCO	-20%
COc1ccc(-c2cnc3c(NC=O)cc(-c4cccc(NS(C)(=O)=O)c4)cn23)cc1OC	4.6µM*
CCOC(=O)[C@]12CCC=C1N(Cc1ccc(Cl)cc1Cl)C(=O)[C@H](CC(=O)NCCCN1CCCC1=O)C2	18µM*
COc1ccc2c(c1)CSC(c1ccccc1)C2=O (stereo not given)	?
Cc1ccccc1CNc1ncnc2c1ncn2[C@@H]1O[C@H](CO)[C@@H](O)[C@H]1O	?
COCC(=O)Nc1cc(C(=O)N2CCC(c3ccccc3)CC2)cc2nc(-c3ccccc3)n(C)c12	16µM*
COc1ccccc1CNC(=O)c1cnn(-c2nccc(-c3cccs3)n2)c1C	18µM*
CC(C)C[C@H]1CN(CCCC[C@H]2CNC(=O)C(=O)N2Cc2ccccc2)C(=O)C(=O)N1Cc1ccccc1	-9%
CCCCN1CC(N(C)CCN(C)C)CS1(=O)=O (stereo not given)	13%
CCOc1cc(OCC)cc(C(=O)N2CCC[C@H]2C(=O)N2CCC[C@H]2C(=O)N(C)Cc2ccccc2)c1	6%
CCCc1c(C(=O)N/N=C(\C)c2cccnc2)nnn1-c1nonc1N	-4%
CC1=C(C(=O)N(C(C)C)C(C)C)CC(CC(=O)NC(c2ccccc2)c2ccccc2)C(=O)N1CCCN1CCCC1=O (stereo not given)	-14%
Cc1ccc(-c2cc(NC=O)c3ncc(-c4cnn(C)c4)n3c2)cc1	4.1µM*
CC(C)CNC(=O)C1(C)CCCN1C(=O)CCc1cccs1 (stereo not given)	-17%
CCOc1ccc(NS(=O)(=O)c2ccc(N)cc2)nn1	-8%
Cc1ccc(N2CC(C(=O)OCC(=O)Nc3c(C)cccc3C)CC2=O)cc1 (stereo not given)	-10%
COc1cccc(-c2cnc(C(O)c3cc(Cl)cc(Cl)c3)[nH]2)c1 (stereo not given)	23µM*

(cont.)
compound	DT40 TDP1 CPT
Cc1ccc(Cc2c(-c3ccco3)nc3ccc(Cl)cn23)cc1	8.2µM*
CN(Cc1cccc(C(F)(F)F)c1)C(=O)[C@H]1O[C@@H](n2ccc(N)nc2=O)[C@H](O)[C@@H]1O	4%
O=C1c2ccccc2C(c2nnnn2-c2ccc3c(c2)OCCO3)N1C1CC1 (stereo not given)	-11%
COC(=O)[C@@]1(Cc2ccc(F)cc2)[C@H]2c3cc(C(=O)N4CCCC4)n(CCN4CCNC4=O)c3C[C@H]2CN1C(=O)c1ccccc1	-8%
c1ccc(CNc2cccnc2)cc1	-6%
COc1ccccc1Cc1c(-c2ccc(C)cc2)nc2ccc(Cl)cn12	?
COc1ccc(CCNC(=O)c2ccc(F)c(S(=O)(=O)N3CCCCC3)c2)cc1	?
O=C(c1cc(C2CCCCN2C(=O)OCCF)on1)N1CCOCC1 (stereo not given)	-24%
Cc1nc2ccc(C(=O)NCCCn3ccnc3)cn2c1N(C)CC1CCCCC1	?
C[C@H]1CN([C@@H](C)CO)C(=O)CCCn2cc(nn2)CO[C@@H]1CN(C)C(=O)Nc1ccc(F)cc1	-21%
COc1cccc(C(O)c2nc(-c3ccc(C)c(C)c3)cs2)c1 (stereo not given)	?
CCc1nc2c(OCc3ccc(Cl)cc3)cccn2c1N(C)C(=O)C1CC1	?
CCN1C(=O)[C@@H]2[C@@H]3CN(S(=O)(=O)c4ccc(C)cc4)[C@@H](c4cccc5ccccc45)[C@@H]3C(=O)C[C@@H]2C1=O	?
COc1cc(CC(=O)Nc2c(-c3ccccc3)[nH][nH]c2=O)cc(OC)c1	4%
Cc1c(CN(C)C(=O)C2CCC(=O)N(Cc3ccccc3F)C2)[nH]c2ccccc12 (stereo not given)	-28%
Cc1ccc(C(=O)N2c3ccccc3N=C(c3ccccc3)C2C(=O)NC(C)C)cc1 (stereo not given)	-25%
CC(C)n1ncc2c(C(=O)N3CCN(Cc4cccs4)CC3)cc(C3CC3)nc21	?
COc1ccccc1-c1cnc2c(c1)C(=O)N([C@@H](C)CO)C[C@@H](C)[C@@H](CN(C)C(C)=O)O2	-2%
COc1cccc(CNC(=O)c2c(OC)cc(=O)n3c2CCN(C(=O)C2=C(C)OCCO2)CC3)c1	7%
CC12CCC3C(C1)C(C(=O)O2)C(=O)OC3(C)C (stereo not given)	-3%
COc1ccc(OC)c(CN2C(=O)c3ccccc3C2c2nnnn2C2CCCC2)c1 (stereo not given)	?
COc1cc(Cn2c3ccc(NC(=O)CC(C)(C)C)cc3c(=O)n2C)ccc1F	?
CCCCCCNc1ccc(C(=O)OCC)cc1	?
CC(=O)NCCNC(=O)C1(C)Cc2c(-c3cccc(NC(C)=O)c3)ccnc2O1 (stereo not given)	8%
CC(C)(C)S(=O)N1Cc2cc(C(=O)N3CCc4ccccc4C3)nc(-c3cccc(-c4ccncc4)c3)c2[C@H]1CCO (stereo not given in full)	?
CCOc1ccc(CCN2C(=S)N([C@@H](Cc3ccc(O)cc3)CN3CCC[C@@H]3CN3C(=S)NC[C@@H]3CC(C)C)C[C@@H]2CC(C)C)cc1	16µM*
CCCCNC(=O)C(NC(=O)c1ccc2ccccc2c1)C(=O)c1ccccc1 (stereo not given)	?
O=C(NCc1cccc(C(F)(F)F)c1)c1csc([C@H]2C[C@H](O)[C@@H](CO)O2)n1	-9%
Cc1c(C(=O)NCCC2CCCN2C)cnn1-c1nccc(-c2ccccc2F)n1 (stereo not given)	-2%[9.04 µM]
CCOc1ccc(NC(=S)N2CCC(C(=O)c3ccc(OC)cc3)CC2)cc1	16µM*
Cc1ccc(Nc2n[nH]c(=S)s2)cc1C	-27%
CN(C)c1cccc(CNC(=O)c2ccc3nc([C@@H]4O[C@H](CO)[C@H](O)[C@H](O)[C@H]4O)[nH]c3c2)c1	-17%
CCOC(=O)C1(C)CCN1C(=O)c1ccc(OC)c(C(F)(F)F)c1 (stereo not given)	?
COC(=O)[C@]12CCCCC=C1N(Cc1ccco1)C(=O)[C@H](CC(=O)NCC1CCCCC1)C2	?
Cc1ccc([N+](=O)[O-])cc1CN1CCN(c2ncc(Cc3ccccc3)cn2)CC1	?
N#CC(=C1NC(=O)c2ccccc21)c1nc2ccccc2n1CCO	?
O=C(NCc1ccc(Cl)nc1)c1csc([C@@H]2O[C@H](CO)[C@H](O)[C@H](O)[C@H]2O)n1	1%
COc1ccccc1-c1ccnc(-n2ncc(C(=O)NC(C)(C)CO)c2C2CC2)n1	3%
CC(=O)Nc1ccc(-c2ccnc3c2CC(C(=O)NC(C)C)O3)cc1 (stereo not given)	-23%
CN(C)C(=O)C[C@@H]1CC[C@@H](NC(=O)C2CCC2)[C@@H](CO)O1	-6%
CC1(C)CN(Cc2cccnc2)C(=O)[C@H]1CC(=O)Nc1ccc(Br)cc1	-1%
O=C1C(=Cc2ccc(F)cc2)Cc2ccccc21	?
CCOC(=O)C1(C)CCCN(C(=O)c2cccc(OC(F)(F)F)c2)C1 (stereo not given)	?
O=S(=O)(Nc1ccc(NS(=O)(=O)c2ccccc2)cc1)c1ccccc1	-15%
CN1C(CSCC(F)(F)F)Nc2cc(Cl)c(S(N)(=O)=O)cc2S1(=O)=O (stereo not given)	?
CC(C)C[C@@H](CN1CCC[C@H]1CN1C(=O)C(=O)NC[C@@H]1Cc1ccc(O)cc1)N1C[C@H](Cc2ccc(O)cc2)N(CCc2ccccc2)C(=O)C1=O	-9%
CC1=C(C(=O)N(C)C)CC(CC(=O)NC2CCCC2)C(=O)N1CCC1=CCCCC1 (stereo not given)	-2%
O=C(NCCc1nnc2n1CCN(CC1CC=CCC1)CC2)c1ccc(F)cc1 (stereo not given)	0%
CCCCCCN1C[C@@H](O)[C@H](n2cc(C3CC3)nn2)C[C@@H]1c1ccc(Cl)cc1	26µM*
Cc1ccsc1C(=O)N1CCC1(C)C(=O)NS(=O)(=O)c1ccc(C#N)cc1 (stereo not given)	3%

Ordered by molar mass (low to high): three of the compounds above.
compound	DT40 TDP1 CPT
CN(C)C(=O)C[C@@H]1CC[C@@H](NC(=O)C2CCC2)[C@@H](CO)O1	-6%
Cc1ccc([N+](=O)[O-])cc1CN1CCN(c2ncc(Cc3ccccc3)cn2)CC1	?
Cc1c(C(=O)NCCC2CCCN2C)cnn1-c1nccc(-c2ccccc2F)n1 (stereo not given)	-2%[9.04 µM]

Next records
compound	DT40 TDP1 CPT
CCN(CC)C(=O)C1=C(C)N(Cc2ccc(C(C)(C)C)cc2)C(=O)C(CC(=O)NC2CC2)C1 (stereo not given)	-5%
COc1ccc(CC(=O)Nc2ccc(S(=O)(=O)Nc3cc(C)nc(C)n3)cc2)cc1OC	2%
CCS(=O)(=O)N1Cc2cc(C(=O)N(C)C)nc(-c3cccc(-c4ccc(F)cc4)c3)c2[C@@H]1CCO	1%
COc1cccc(C(=O)N2CCC[C@H]2C(=O)N2CCC[C@H]2C(=O)N(C)Cc2ccccc2)c1	-11%
CCNC(=O)C1(C)CCCN1C(=O)c1ccc(-c2ccccc2)cc1 (stereo not given)	?
C[C@@H]1CN([C@@H](C)CO)C(=O)c2cc(C#CCN(C)C)cnc2O[C@H]1CN(C)Cc1ccc2c(c1)OCO2	21%
CC(C)CNC(=O)c1cccc2c(-c3ccc(F)c(F)c3)coc12	?

Looked up above:
C[C@@H]1CN([C@@H](C)CO)C(=O)c2cc(C#CCN(C)C)cnc2O[C@H]1CN(C)Cc1ccc2c(c1)OCO2 @ DT40 TDP1 CPT: 21%
COc1ccc(CC(=O)Nc2ccc(S(=O)(=O)Nc3cc(C)nc(C)n3)cc2)cc1OC @ DT40 TDP1 CPT: 2%
COc1cccc(C(=O)N2CCC[C@H]2C(=O)N2CCC[C@H]2C(=O)N(C)Cc2ccccc2)c1 @ DT40 TDP1 CPT: -11%
CCS(=O)(=O)N1Cc2cc(C(=O)N(C)C)nc(-c3cccc(-c4ccc(F)cc4)c3)c2[C@@H]1CCO @ DT40 TDP1 CPT: 1%
